# AddAB inh: less growth of phage-infected E. coli with AddAB; 330,000 tested, 0.29% active; AID 435030; inhibition, % at 11.9 µM; E. coli expressing H. pylori AddAB, absorbance growth; in the data active = inhibition above about 12%;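 also: 0% = vehicle wells of infected cells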
# CDK5 p35 inh: inhibitors of human CDK5/p35 kinase | AID 488839 | Recombinant CDK5/p35, ADP-Glo luminescence, 60 min | 330,000 tested, 0.01% active | Q00535+Q15078 | inhibition, % at 10 µM;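 active = highest replicate inhibition of at least 50% and at least 75% of replicates reaching 50%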;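 also: plate controls were DMSO neutral control for no effect and GW8510 at 10 µM for full effect; many of its hits are not listed in these tables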
# Target sequence (Q00535 whole entry, looked up): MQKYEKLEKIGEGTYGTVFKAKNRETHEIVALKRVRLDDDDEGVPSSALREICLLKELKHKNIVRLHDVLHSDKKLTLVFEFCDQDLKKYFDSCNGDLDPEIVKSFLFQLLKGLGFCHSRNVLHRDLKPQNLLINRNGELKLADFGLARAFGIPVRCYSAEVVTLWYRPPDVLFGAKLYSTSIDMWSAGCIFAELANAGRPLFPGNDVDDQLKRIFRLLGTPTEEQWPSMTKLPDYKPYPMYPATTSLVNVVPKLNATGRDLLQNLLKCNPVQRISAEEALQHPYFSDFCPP
# Target sequence (Q15078 whole entry, looked up): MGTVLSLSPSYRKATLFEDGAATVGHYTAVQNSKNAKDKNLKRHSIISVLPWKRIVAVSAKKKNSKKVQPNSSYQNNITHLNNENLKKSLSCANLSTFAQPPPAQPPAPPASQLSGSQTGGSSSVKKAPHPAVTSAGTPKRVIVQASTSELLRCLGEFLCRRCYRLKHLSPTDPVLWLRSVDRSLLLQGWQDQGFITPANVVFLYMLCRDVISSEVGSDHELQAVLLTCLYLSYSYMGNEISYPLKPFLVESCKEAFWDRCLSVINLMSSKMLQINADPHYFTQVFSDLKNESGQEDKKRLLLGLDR
# Ecoli viability: bacterial growth inhibition, counter-screen for AddAB inhibitors | E. coli V3065 growth, OD600 absorbance, 18 h | 330,000 tested, 0.27% active | inhibition, % at 11.9 µM;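 active = inhibition above the campaign's mean inhibition across all tested compounds plus 3 SD, cut at about 9.9% in these data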;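 also: uninfected addAB+ strain grown without phage in ampicillin broth; 0% = DMSO wells and 100% = ciprofloxacin 0.95 µg/ml wells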
# HTR5A ag ctr: counter-screen for OPRM1-OPRD1 agonists: human HTR5A agonism. activation, % at 9.3 µM. 340,000 tested, 0.61% active. HTR5A agonist assay, luminescence, cell-based. P47898. AID 504692; in the data active = activation mostly above about 9.5%, no sharp cut-off; inactive = mostly below about 7.6%;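 also: 0% = cells with vehicle only and 100% = reference agonist; strong numbers were not always called active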
# Target sequence (P47898 whole entry, looked up): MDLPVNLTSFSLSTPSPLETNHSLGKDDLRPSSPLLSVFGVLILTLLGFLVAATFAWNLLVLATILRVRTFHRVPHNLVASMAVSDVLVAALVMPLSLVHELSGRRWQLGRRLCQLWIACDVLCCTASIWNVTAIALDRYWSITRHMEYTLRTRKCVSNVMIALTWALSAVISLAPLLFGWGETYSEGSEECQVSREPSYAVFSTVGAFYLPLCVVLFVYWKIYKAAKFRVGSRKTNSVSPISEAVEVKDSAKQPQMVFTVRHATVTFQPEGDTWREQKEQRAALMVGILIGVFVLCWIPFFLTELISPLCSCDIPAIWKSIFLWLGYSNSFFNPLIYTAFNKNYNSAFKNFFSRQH
# phage Ecoli inh: E. coli growth loss with phage present; growth absorbance; inhibition, % at 11.9 µM; 360,000 tested, 0.26% active; AID 651602; in the data active = inhibition above about 11%
# Mot1-301 SUMO: blocks SUMOylation pathway, rescuing yeast Mot1-301 growth; S. cerevisiae Mot1-301 growth rescue, ATP luminescence, 38.5C; percent above DMSO median, 100 means doubled; growth rescue, % at 18.8 µM; 320,000 tested, 1% active; AID 2716;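 active = every valid replicate shows activation above 250% relative to neutral control wells; inactive = the rest, any valid replicate at or below 250%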;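 also: OY570 slx delta 5 strain wells were the positive control but not used for scaling; some compounds called inactive have numbers as strong as hits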
# PKA-R2B act: PKA-R2B complex activation | 340,000 tested, 0.079% active | P22694+P31323 | PKA-R2B holoenzyme dissociation, Cy5-IP20 fluorescence polarization; R2B truncated from residue 108, S112A mutant; 0% DMSO only, 100% 113 µM cGMP | activation, % at 11.4 µM;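 active = activation above a cutoff set at the mean over all compounds plus 3 SD, cut at about 18% in these data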;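 also: higher means more holoenzyme dissociation and a rise in polarization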
# HTR5A inv ctr: counter-screen for OPRM1-OPRD1 inverse agonists: human HTR5A inverse agonism | P47898 | HTR5A cell line, luminescence | inhibition, % at 9.3 µM | 340,000 tested, 0.083% active; in the data active = inhibition mostly above about 23%, no sharp cut-off; inactive = mostly below about 18%;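 also: 0% = cells with DMSO and 100% = no-cell wells with DMSO; some compounds called inactive have numbers as strong as hits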
# Tat export inh: blocks Tat-dependent protein export in E. coli | E. coli MC4100 TorA-mCherry Tat export, fluorescence | inhibition, % at 10 µM | 340,000 tested, 0.036% active | AID 488895;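 active = mean replicate inhibition at least 50% and at least half of replicates individually reaching 50%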;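 also: exported cargo escapes ClpAP degradation while cytoplasmic cargo is degraded and loses fluorescence; 0% = median of neutral control wells and 100% = median of NaSCN control wells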
# PKA-R1A activ: PKA-R1A complex activation | P00514+P68181 | PKA-R1A dissociation, Cy5-IP20 fluorescence polarization; scaled: DMSO 0%, 113 µM cGMP 100% | activation, % at 11.4 µM | 340,000 tested, 0.083% active;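 active = percent activation above the mean of all tested compounds plus 3 SD, cut at about 19% in these data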;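 also: higher means more PKAc released from R1A so a rise in polarization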
# DAGLB inhibitor: diacylglycerol lipase beta (human) inhibition. HEK293T DAGLB membrane lysate, EnzChek fluorogenic substrate. inhibition, % at 5.17 µM. 340,000 tested, 0.059% active; in the data active = inhibition above about 34%;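 also: 0% = enzyme with vehicle and 100% = wells lacking enzyme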
# Numbers without * were called inactive; x = not tested or not shown.
1) O=C(CNS(=O)(=O)c1ccc(Br)s1)N1CCN(C(=O)c2ccco2)CC1
2) CSc1ccc(S(=O)(=O)Nc2ccc(S(=O)(=O)Nc3ccc(C)cc3)cc2)cc1
3) Cc1ccc(-c2cc(C(=O)N3CCN(c4ccccc4O)CC3)c3ccccc3n2)o1
4) Cc1cccc(NCc2cc(Cl)cc(Cl)c2O)n1
5) CN(C)c1ccc(NC(=O)c2sc(SCC(=O)Nc3ccc(Br)cc3)nc2N)cc1
6) N#CC1=C(S)N(c2ccccc2)C(c2cccs2)NC1=O (stereo unspecified)

compound no.	1	2	3	4	5	6
AddAB inh	-0.4	2.8	-0.4	3.0	0.1	0.6
CDK5 p35 inh	4.1	-0.1	-0.2	-0.9	0.4	-4.3
Ecoli viability	1.6	3.4	-1.4	2.4	0.8	-1.8
HTR5A ag ctr	1.3	1.8	4.3	2.5	-1.7	-2.9
phage Ecoli inh	-0.1	4.1	1.5	1.8	2.2	2.8
Mot1-301 SUMO	48.6	-20.2	143.5	217.0	-5.9	-13.4
PKA-R2B act	-9.7	-11.7	5.0	-2.2	3.8	1.8
HTR5A inv ctr	-3.4	-23.6	-11.1	-1.3	1.0	7.5
Tat export inh	-1.6	18.7	1.2	-1.6	-7.5	-2.8
PKA-R1A activ	-16.8	-3.7	5.0	4.5	-3.2	-7.1
DAGLB inhibitor	3.8	-6.9	1.9	1.3	11.9	-0.3

7) COc1ccc(NC(=S)NCCc2c[nH]c3ccccc23)c(OC)c1
8) O=C(CNC(=O)c1nn(Cc2ccccc2)c(=O)c2ccccc12)Nc1ccc(F)c(F)c1F
9) O=C(O)CC(NS(=O)(=O)Cc1ccccc1)c1cccc([N+](=O)[O-])c1 (stereo unspecified)
10) Cn1c(SCc2ccccn2)nnc1-c1ccccc1
11) O=C(CSc1nc(CCC2CCCC2)nc2ccccc12)NCc1ccc2c(c1)OCO2
12) O=C(CCCN1C(=O)c2ccccc2C1=O)NCCc1ccc(OC(F)F)cc1

compound no.	7	8	9	10	11	12
AddAB inh	2.4	-2.3	x	0.1	-1.0	4.4
CDK5 p35 inh	-0.4	-0.9	-0.7	0.6	-0.6	-0.3
Ecoli viability	-0.3	-1.2	x	0.2	1.1	2.8
HTR5A ag ctr	6.2	2.3	0.2	2.4	3.7	1.3
phage Ecoli inh	3.4	3.6	0.9	0.0	3.6	0.8
Mot1-301 SUMO	-1.3	-0.3	8.0	-4.6	-2.5	184.1
PKA-R2B act	13.7	-13.7	1.5	-9.5	-0.3	-3.4
HTR5A inv ctr	-17.1	-9.4	-0.6	25.8	-10.2	-39.4
Tat export inh	-7.5	-2.7	1.2	-1.7	0.8	6.8
PKA-R1A activ	2.7	-0.5	-6.2	-0.2	-0.3	12.4
DAGLB inhibitor	0.7	0.2	-2.1	0.7	-7.1	-1.6

13) O=C(Nc1nccs1)c1cccc2ccccc12
14) CCCOc1ccc(C(=O)NCC(c2cccs2)N(C)C)cc1OC (stereo unspecified)
15) CCOC(=O)CN(C(=O)COc1nc(-c2ccccc2)cc(C)c1C#N)c1ccc(F)cc1
16) COc1cc(N)c(Cl)cc1Cl
17) COCCn1cnc2c1c(=O)n(CC#N)c(=O)n2Cc1ccccc1
18) Cc1ccc(NC(=O)CC2(CC(=O)O)CCCC2)c(C)c1

compound no.	13	14	15	16	17	18
AddAB inh	-0.2	2.9	0.3	0.2	0.0	0.7
CDK5 p35 inh	0.1	0.2	-1.3	-3.2	-2.8	0.0
Ecoli viability	-1.2	-1.3	-0.7	-1.6	1.6	-1.0
HTR5A ag ctr	-2.4	-1.5	-2.3	x	0.9	-0.3
phage Ecoli inh	-2.2	3.7	0.1	3.2	-3.1	2.2
Mot1-301 SUMO	3.9	-11.1	-6.6	-1.9	13.2	25.0
PKA-R2B act	4.9	4.6	-5.6	x	-2.7	-2.5
HTR5A inv ctr	8.7	14.5	-28.2	x	-2.6	1.1
Tat export inh	1.2	-0.7	2.1	-0.6	-1.8	-4.6
PKA-R1A activ	-8.7	4.8	-5.1	x	-14.5	-0.3
DAGLB inhibitor	-3.0	-4.5	-4.6	x	0.4	-2.9

19) O=C1CCC(=O)N1c1ccccc1
20) O=C(CN1C(=O)NC2(CCCCCC2)C1=O)Nc1ccc(Br)cc1Br
21) CCOc1ccc(CN2CCNC(=O)C2CC(=O)NCc2cc(C)n(C)n2)cc1 (stereo unspecified)
22) COCCn1c(=O)[nH]c2cc(C(=O)Nc3cccc(F)c3)ccc2c1=O
23) COc1cccc(CN2CCN(Cc3cccc4nonc34)CC2CCO)c1 (stereo unspecified)
24) CN(C)S(=O)(=O)c1cccc(NC(=O)CC23CC4CC(CC(C4)C2)C3)c1

compound no.	19	20	21	22	23	24
AddAB inh	1.7	2.6	-1.1	1.1	0.5	-2.0
CDK5 p35 inh	0.9	1.5	-0.2	0.5	0.9	0.0
Ecoli viability	0.6	4.7	2.0	2.3	-0.9	1.8
HTR5A ag ctr	3.2	-0.5	2.0	-3.3	-9.7	-1.6
phage Ecoli inh	3.9	2.9	-1.8	0.1	4.7	-0.3
Mot1-301 SUMO	68.4	0.0	-4.6	-15.5	-10.7	19.3
PKA-R2B act	-6.7	-3.6	14.1	5.7	-6.5	6.0
HTR5A inv ctr	9.2	-6.3	39.4	3.0	-23.3	-21.1
Tat export inh	-9.8	3.3	-2.4	-15.9	-10.6	-4.0
PKA-R1A activ	-4.2	-3.5	12.0	-14.5	3.6	-7.4
DAGLB inhibitor	0.0	1.9	-2.2	0.6	-3.5	2.1

25) FC(F)(F)c1ccc2c(c1)N1CCCC1CN2 (stereo unspecified)
26) O=C(NCC(=O)N(c1ccc(Cl)cc1)C(C(=O)NC1CCCC1)c1cccnc1)c1ccco1 (stereo unspecified)
27) O=C(O)c1ccc(S(=O)(=O)Nc2ccc3c(c2)OCCO3)cc1
28) CCc1cccc(C)c1NC(=O)CN1C(=O)NC(Cc2ccccc2)C1=O (stereo unspecified)
29) COc1ccc(C(c2c(NC(C)=O)sc3c2CCCC3)N2CCN(CCO)CC2)cc1OC (stereo unspecified)
30) O=S1(=O)N=C(N(CCO)/N=C/c2ccc(Br)cc2)c2ccccc21

compound no.	25	26	27	28	29	30
AddAB inh	0.7	1.4	-0.5	-0.1	0.7	0.6
CDK5 p35 inh	1.2	0.5	0.4	-1.3	0.3	0.2
Ecoli viability	0.8	-0.4	-1.0	0.0	-3.7	2.0
HTR5A ag ctr	-1.2	-4.9	0.1	-2.4	6.5	3.4
phage Ecoli inh	-2.5	0.0	2.2	1.8	2.9	2.6
Mot1-301 SUMO	-19.6	174.9	372.6	-5.9	-4.8	-0.6
PKA-R2B act	-0.5	-9.7	2.5	4.3	4.4	-0.9
HTR5A inv ctr	3.4	13.1	-0.4	6.3	-17.9	-12.7
Tat export inh	-7.5	-2.9	0.9	-0.1	-1.3	-4.2
PKA-R1A activ	-6.4	-14.0	10.6	-13.1	-3.7	4.8
DAGLB inhibitor	6.1	-1.5	-1.8	-1.8	-0.4	1.1

31) COCCNC(=S)N1CCC(Cc2ccccc2)CC1
32) COC(=O)c1[nH]c2cc(OC)ccc2c1NC(=O)CN1CCC(C(N)=O)(N2CCCCC2)CC1
33) CC(=O)NNC(=S)Nc1cccc(F)c1
34) COc1cc(/C=N/Nc2ccccc2)ccc1O
35) O=C(NCc1cn2ccsc2n1)c1cccs1
36) CCOc1ccc(S(=O)(=O)Nc2ccc(O)c(Sc3ncn[nH]3)c2)cc1

compound no.	31	32	33	34	35	36
AddAB inh	1.2	-0.2	1.9	-0.7	2.4	1.4
CDK5 p35 inh	-1.2	-0.6	-0.1	0.7	-0.2	-2.1
Ecoli viability	3.6	-0.4	0.5	0.5	1.1	-1.9
HTR5A ag ctr	-0.8	1.6	x	-1.7	1.0	-0.7
phage Ecoli inh	0.6	0.9	1.7	1.3	3.6	1.7
Mot1-301 SUMO	x	-10.8	0.8	30.4	14.4	-25.5
PKA-R2B act	-0.3	3.8	x	14.7	4.4	0.8
HTR5A inv ctr	-4.2	15.8	x	6.4	-3.2	2.0
Tat export inh	-5.3	12.6	16.0	5.3	1.2	-1.2
PKA-R1A activ	-7.5	-1.8	x	-3.2	-2.5	-5.8
DAGLB inhibitor	-1.6	0.1	x	1.9	0.5	1.0

# Whole records, quoted from the list. Order of screens: AddAB inh | CDK5 p35 inh | Ecoli viability | HTR5A ag ctr | phage Ecoli inh | Mot1-301 SUMO | PKA-R2B act | HTR5A inv ctr | Tat export inh | PKA-R1A activ | DAGLB inhibitor
# Entry for `COC(=O)c1[nH]c2cc(OC)ccc2c1NC(=O)CN1CCC(C(N)=O)(N2CCCCC2)CC1` = -0.2 | -0.6 | -0.4 | 1.6 | 0.9 | -10.8 | 3.8 | 15.8 | 12.6 | -1.8 | 0.1
# Entry for `O=C(NCc1cn2ccsc2n1)c1cccs1` = 2.4 | -0.2 | 1.1 | 1.0 | 3.6 | 14.4 | 4.4 | -3.2 | 1.2 | -2.5 | 0.5
# Entry for `COc1cc(/C=N/Nc2ccccc2)ccc1O` = -0.7 | 0.7 | 0.5 | -1.7 | 1.3 | 30.4 | 14.7 | 6.4 | 5.3 | -3.2 | 1.9
# Entry for `COCCNC(=S)N1CCC(Cc2ccccc2)CC1` = 1.2 | -1.2 | 3.6 | -0.8 | 0.6 | x | -0.3 | -4.2 | -5.3 | -7.5 | -1.6
# Entry for `CC(=O)NNC(=S)Nc1cccc(F)c1` = 1.9 | -0.1 | 0.5 | x | 1.7 | 0.8 | x | x | 16.0 | x | x

# The listing continues.
37) CCCCc1ccc(NC(=O)C(C)CC)cc1 (stereo unspecified)
38) O=C(CCNS(=O)(=O)c1ccccc1)N1CCCC1
39) CC1(C)CC(=O)C(=Cc2cn(CCC#N)nc2-c2ccc(F)cc2)C(=O)C1
40) CN(CC(=O)N1CCCCCC1)S(=O)(=O)c1ccc(Br)cc1
41) CCCCOc1ccc(C(=O)N2CCC(C)CC2)cc1
42) CCC(=O)N1CCn2c1nc1ccccc12
43) NC(=S)N/N=C/c1ccc2ccccc2c1

compound no.	37	38	39	40	41	42	43
AddAB inh	-1.8	x	0.6	-1.8	1.2	2.9	3.0
CDK5 p35 inh	2.6	-0.4	0.7	0.1	-0.5	-0.6	0.4
Ecoli viability	0.0	x	1.1	1.2	-2.7	1.6	0.8
HTR5A ag ctr	-0.8	-4.6	1.8	-3.5	0.2	x	2.4
phage Ecoli inh	4.4	3.0	3.6	5.2	4.9	4.2	1.2
Mot1-301 SUMO	216.0	-6.2	-6.6	23.2	-0.2	34.6	85.7
PKA-R2B act	3.3	5.9	-9.9	0.1	1.4	0.5	-4.0
HTR5A inv ctr	-21.4	-2.5	-9.2	-8.1	-38.4	x	3.3
Tat export inh	8.0	-0.4	-1.9	1.8	-2.8	7.5	-7.4
PKA-R1A activ	18.4	-14.6	-6.9	4.5	-6.1	6.5	-6.5
DAGLB inhibitor	0.1	0.9	1.3	1.6	-8.7	0.9	-1.6

# Screens from PubChem BioAssay.
